From PubChem
hIAP activ: human IAP activators, primary screen, biochemical, luminescence, uHTS. activation factor at 10 µM. Intestinal-type alkaline phosphatase (Homo sapiens), P09923. purified human IAP, CDP-Star luminescence, 30 min; hits give high values; 1 = vehicle-only enzyme, 0 = enzyme-free background. AID 2524, 2010. actives 0.16% (n = 330,000);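 active = activation factor of the enzyme at least 2-fold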; also: the source names both 10 and 20 µM as test concentration; values of inactives mirror those of a sister screen read the other way
ATG4B inh: ATG4B protease inhibitors, primary screen, biochemical, fluorescence, uHTS | ATG4B cleavage of LC3-PLA2, NBD-HPC fluorescence, 1 h | inhibition, % at 8.33 µM | Cysteine protease ATG4B (Homo sapiens), Q9Y4P1 | actives 0.51% (n = 340,000); in the data active = inhibition above about 40%
mIAP block: inhibitors of mouse IAP, primary screen, biochemical, luminescence, uHTS | intestinal alkaline phosphatase [Mus musculus] | actives 0.2% (n = 330,000) | inhibition, % at 10 µM | purified mouse IAP, CDP-Star luminescence, 30 min | AID 2806, 2010;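 active = inhibition of at least 40% at 10 µM in the primary screen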;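 also: plate controls were DMSO with enzyme for no effect and no enzyme wells for full effect; values of inactives mirror those of a sister screen read the other way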
HKDC1 inh: HKDC1 hexokinase inhibitors, primary screen, biochemical, fluorescence, uHTS | recombinant HKDC1, G6PDH/diaphorase resazurin coupled fluorescence | inhibition, % at 20 µM | actives 0.16% (n = 340,000);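 active = inhibition above about 35% when tested at 20 µM, limit read from the data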;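 also: plate controls were DMSO wells with enzyme for no effect and DMSO wells lacking enzyme for full effect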
Target sequence (Q2TB90 whole entry, looked up): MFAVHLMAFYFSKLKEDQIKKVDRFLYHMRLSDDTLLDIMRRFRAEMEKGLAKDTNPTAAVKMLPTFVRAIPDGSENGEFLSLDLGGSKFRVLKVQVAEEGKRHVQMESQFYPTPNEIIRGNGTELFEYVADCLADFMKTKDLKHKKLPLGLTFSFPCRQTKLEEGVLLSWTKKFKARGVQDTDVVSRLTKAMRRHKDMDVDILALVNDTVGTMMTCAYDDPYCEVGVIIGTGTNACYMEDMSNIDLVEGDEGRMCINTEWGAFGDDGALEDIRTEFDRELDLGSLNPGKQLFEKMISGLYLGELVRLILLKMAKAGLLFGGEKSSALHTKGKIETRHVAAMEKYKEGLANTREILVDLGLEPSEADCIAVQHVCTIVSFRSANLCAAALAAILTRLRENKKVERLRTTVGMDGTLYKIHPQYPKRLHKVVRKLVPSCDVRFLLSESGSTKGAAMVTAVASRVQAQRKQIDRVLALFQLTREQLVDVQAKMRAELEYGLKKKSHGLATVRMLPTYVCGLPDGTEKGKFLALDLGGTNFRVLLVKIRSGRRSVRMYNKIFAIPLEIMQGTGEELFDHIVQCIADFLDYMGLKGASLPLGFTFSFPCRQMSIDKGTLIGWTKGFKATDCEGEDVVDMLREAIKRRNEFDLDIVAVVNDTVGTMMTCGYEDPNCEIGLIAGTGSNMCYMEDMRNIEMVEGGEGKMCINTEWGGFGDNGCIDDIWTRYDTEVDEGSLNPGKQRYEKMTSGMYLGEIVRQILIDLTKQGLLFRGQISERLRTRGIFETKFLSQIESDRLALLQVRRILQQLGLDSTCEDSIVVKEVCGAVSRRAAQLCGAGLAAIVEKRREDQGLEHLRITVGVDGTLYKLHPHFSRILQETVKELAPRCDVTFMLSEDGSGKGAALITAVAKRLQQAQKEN
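Test system: Recombinant HKDC1 (HK5) hexokinase enzyme, produced in-house | Input: HKDC1 at 5 µg/mL | Buffer or medium: Tris pH 8.0 buffer with MgCl2, Tween-20, BSA, BME | Schedule: 90 min reaction incubation at room temperature, dark | Technique: Resazurin-to-resorufin fluorescence via G6PDH and diaphorase coupling, 525/613 nm | Controls: DMSO wells with and without enzyme mix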
mIAP act: activators of mouse IAP, primary screen, biochemical, luminescence, uHTS; muIAP, CDP-Star luminescence, 30 min; hits give high values; 1 = vehicle-only enzyme signal, 0 = enzyme-free wells; actives 0.24% (n = 330,000); activation factor at 10 µM;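 active = activation factor of at least 2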; also: the source names both 10 and 20 µM as test concentration; values of inactives mirror those of a sister screen read the other way
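Assay system: mouse IAP enzyme / Compound: DMSO-dissolved test compounds / Timing: 30 min, room temperature / Measured by: luminescence from enzymatic CDP-Star hydrolysis / Control set: DMSO-only wells, enzyme-free buffer wells as negative control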
PfG6PD inh: PfG6PD enzyme inhibitors, primary screen, biochemical, fluorescence intensity, uHTS; inhibition, % at 20 µM; AID 504690, 2011; PfGluPho enzyme, NADPH resazurin-diaphorase fluorescence; actives 0.78% (n = 350,000);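 active = inhibition reaching at least a set limit at 20 µM in the primary screen, cut at about 59% in these data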;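 also: 0% = DMSO wells with substrate and 100% = DMSO wells lacking glucose-6-phosphate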
A3A deaminase: APOBEC3A ssDNA deaminase inhibitors, primary screen, selectivity assay for APOBEC3G inhibitor project, biochemical, FAM/TAMRA oligo cleavage fluorescence; DNA dC->dU-editing enzyme APOBEC-3A (Homo sapiens), P31941; recombinant A3A, FAM/TAMRA ssDNA deamination fluorescence; inhibition, % at 20 µM; actives 0.41% (n = 330,000); AID 493011, 2011;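 active = at least 40% inhibition at 20 µM here, with at most 30% in a related deaminase screen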;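 also: plate controls were A3A with DMSO for no effect and wells lacking A3A enzyme for full effect; some results filed as inactive read as strong as hits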
Target sequence (P31941 whole entry, looked up): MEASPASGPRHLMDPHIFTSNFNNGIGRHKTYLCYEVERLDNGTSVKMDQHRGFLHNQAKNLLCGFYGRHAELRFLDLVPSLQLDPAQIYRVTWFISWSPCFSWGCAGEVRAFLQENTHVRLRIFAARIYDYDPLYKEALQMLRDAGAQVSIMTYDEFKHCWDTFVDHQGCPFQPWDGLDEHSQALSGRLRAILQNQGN
hIAP inh: human IAP inhibitors, primary screen, biochemical, luminescence, uHTS; purified IAP, CDP-Star luminescence, 30 min; inhibition, % at 10 µM; actives 0.12% (n = 330,000); AID 2544, 2010;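 active = inhibition reaching a set limit with compound at 10 µM in the primary screen, cut at about 35% in these data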;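 also: plate controls were DMSO wells with enzyme for no effect and no-enzyme buffer wells for full effect; values of inactives mirror those of a sister screen read the other way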
* = called active by the depositor; nt = no result given.

ATG4B inh | PfG6PD inh | HKDC1 inh | mIAP block | hIAP inh | A3A deaminase | mIAP act | compound | hIAP activ
-14 | 7 | 5 | -5 | -11 | -1 | 1.1 | CCc1cccc(CC)c1C(OC(C)=O)c1cccnc1 (stereo not given) | 1.1
0 | -6 | -7 | 10 | 9 | 2 | 0.9 | CCN(CC)CCNC1=CC(=O)OC12CCCCC2 | 0.91
1 | -6 | -4 | -7 | 1 | -2 | 1.1 | CCN(CC)c1ccc(CC(=O)NC(C)Cc2ccccc2)cc1 (stereo not given) | 0.99
0 | -16 | -3 | -4 | -10 | -2 | 1 | N#Cc1nc(-c2ccc(F)cc2)oc1N1CCCC1 | 1.1
16 | 2 | 3 | 0 | -11 | -3 | 1 | Cc1nn(Cc2ccccc2Cl)c2sc(C(=O)NC(C)(C)C)cc12 | 1.1
-4 | -3 | 0 | -35 | 5 | 0 | 1.4 | COc1cccc(NC(=O)CN(C)C(=O)c2ccc3[nH]c4c(c3c2)CC(C)CC4)c1 (stereo not given) | 0.95
1 | -9 | -2 | -4 | 8 | 2 | 1 | Cc1c(O)c(CN2CCCC2)cc2c1oc(=O)c1ccccc12 | 0.92
-6 | 17 | 6 | -6 | -11 | 6 | 1.1 | CCOC(=O)C1=C(C)NC2=C(C(=O)C(C(=O)OC)C(C)C2)C1c1ccc(OC)c(O)c1 (stereo not given) | 1.1
-1 | 2 | 7 | -4 | -8 | -8 | 1 | O=C(COc1ccc2c(c1)C(=O)CC1(CCCCC1)O2)NCc1ccccn1 | 1.1
1 | -5 | -5 | -8 | 4 | 2 | 1.1 | COc1ccc(CNC(=O)c2cc(C(=O)C3CC3)c[nH]2)cc1 | 0.96
1 | 8 | 11 | 4 | 11 | -1 | 0.96 | COc1ccc(NC(=O)c2cc3c(Cl)nc4ccccc4c3s2)c(OC)c1 | 0.89
-16 | 0 | -2 | 8 | -10 | -2 | 0.92 | Cn1c(=O)n(C)c2cc([N+](=O)[O-])c(N3CCN(C(=O)c4cccc(F)c4)CC3)cc21 | 1.1
4 | -6 | 6 | -8 | 4 | 3 | 1.1 | O=C(NCCc1ccc2c(c1)OCCO2)c1cc(S(=O)(=O)N2CCCC2)ccc1Cl | 0.96
7 | 14 | -2 | -39 | 5 | 0 | 1.4 | O=C(OC1CCCCC1)c1ccc(NC(=O)C2CCCCC2)cc1 | 0.95
-3 | -10 | -3 | 1 | 8 | 1 | 0.99 | CCC(=O)Nc1cccc(NC(=O)CSc2nnnn2C2CCCC2)c1 | 0.92
nt | nt | nt | -130 | -21 | 0 | 2.3* | C#CCOCCOCCOCCNc1nc(N2CCN(C(=O)CCCCCCCCCCNC(=O)[C@H](CO)n3cc(CCCSC)nn3)CC2)nc(N2CCN(C(=O)CCCCCCCCCCNC(=O)[C@H](CCCCN)n3cc(C[C@@H](C)CC)nn3)CC2)n1 | 1.2
-3 | 21 | 4 | 4 | -34 | 4 | 0.96 | Cc1nn(C)cc1/C=N\NC(=O)c1ccc(Cn2cc(Cl)cn2)cc1 | 1.3
-10 | 27 | -11 | 0 | 6 | -1 | 1 | CC(=O)NC(=S)Nc1ccc(NC(=O)COc2ccc(C(C)C)cc2)cc1 | 0.94
-5 | -2 | -7 | 0 | -1 | -1 | 1 | COc1ccc(C2CC(c3cccs3)=NN2S(C)(=O)=O)cc1 (stereo not given) | 1
-7 | 2 | 2 | 6 | 5 | 2 | 0.94 | COc1ccc(S(=O)(=O)NCCc2ccccc2)cc1 | 0.95
-7 | 6 | -8 | -1 | 6 | -3 | 1 | CC(C)OC(=O)CC12CN3CN(C1)CC(CC(=O)OC(C)C)(C3)C2=O | 0.94
7 | -3 | -5 | 3 | 14 | -1 | 0.97 | CC(C)(C)C(=O)NCCc1nc(-c2ccccc2)no1 | 0.85
0 | 7 | -5 | 11 | -5 | -5 | 0.89 | CCOc1ccccc1/C=C/C(=O)NCC(=O)N1CCC(N(C)C2CCCCC2C)CC1 (stereo not given) | 1.1
3 | -17 | -2 | 2 | 13 | -7 | 0.98 | Cc1ccc(C2=N/C(=C\N3CCCCC3)C(=O)O2)cc1 | 0.87
17 | -1 | -4 | 8 | -2 | 3 | 0.92 | CCOC(=O)CN1C(=O)C(CC)Oc2ccc(Cl)cc21 (stereo not given) | 1
0 | 6 | -7 | 1 | -8 | 3 | 0.99 | Cc1nn(Cc2ccc(C(=O)N3N=C(C(F)F)CC3(O)C(F)F)cc2)c(C)c1[N+](=O)[O-] (stereo not given) | 1.1
-2 | -13 | -3 | 0 | -9 | 2 | 1 | CC12C=CC3(O1)C(C(=O)N(c1cccnc1)C3C(=O)NC1CCCCC1)C2C(=O)Nc1ccccc1 (stereo not given) | 1.1
-8 | -11 | -2 | 6 | 4 | -1 | 0.94 | O=C(O)C1(NS(=O)(=O)c2ccc(Cl)cc2)CCCCC1 | 0.96
-5 | 13 | -3 | 15 | -7 | -3 | 0.85 | COc1cc(/C=N/NC(=O)c2cccnc2)ccc1OC(=O)c1cccc(Br)c1 | 1.1
-2 | 1 | 0 | 4 | 12 | -2 | 0.96 | Cc1cccc(NC(=O)N2CCC(NC(=O)c3ccccc3C)CC2)c1 | 0.88
10 | 17 | -5 | 1 | -6 | -4 | 0.99 | CC1CC(C)CN(C(=O)c2ccc(CSc3nc4ccncc4[nH]3)cc2)C1 (stereo not given) | 1.1
-5 | 6 | -5 | 5 | -8 | -5 | 0.95 | Cc1ccc2c(c1)C1CC(C)(O2)N(c2cccc(C(=O)NCc3ccccn3)c2)C(=O)N1 (stereo not given) | 1.1
-3 | -11 | -5 | 2 | 5 | 1 | 0.98 | O=C(Nc1ccc(CN2CCCCC2)cc1)c1cc(Br)ccc1Cl | 0.95
7 | -11 | 1 | 2 | -1 | 3 | 0.97 | O=C(COC(=O)CCS(=O)(=O)c1ccc(Cl)cc1)Nc1ncc(Cl)cc1Cl | 1
21 | 4 | 5 | -12 | 10 | 1 | 1.1 | S=C(Nc1ccc2nsnc2c1)N1CCCCCC1 | 0.9
-2 | 17 | 3 | -34 | -22 | -3 | 1.3 | COC(=O)C1=CN(Cc2ccccc2)C=C(C(=O)OC)C1c1cc(F)ccc1F | 1.2
-3 | -5 | -2 | 6 | 8 | -1 | 0.94 | O=C(COc1ccccc1)Nc1ccc2oc(=O)ccc2c1 | 0.92
2 | 1 | 1 | -11 | 6 | -2 | 1.1 | COc1ccc(-n2nnnc2S(=O)(=O)Cc2ccc(C(=O)O)cc2)cc1 | 0.94
8 | -2 | -6 | 9 | -7 | -3 | 0.91 | O=C1CNC(=S)N1Cc1cccc(Cl)c1 | 1.1
-2 | -3 | 4 | -6 | -18 | -2 | 1.1 | O=C(CCNS(=O)(=O)c1cccc(Cl)c1)OCC(=O)N1CCN(C(=O)c2ccco2)CC1 | 1.2
0 | -15 | -6 | -14 | -11 | -7 | 1.1 | O=C(COc1ccc(S(=O)(=O)N2CCCCC2)cc1)NC1CCCCC1 | 1.1
-5 | -3 | -3 | 4 | 3 | 3 | 0.96 | NNC(=O)CN1C(=O)Nc2ccc(Cl)cc2C1c1ccccc1 (stereo not given) | 0.97
-8 | 9 | 2 | 11 | 12 | 21 | 0.89 | O=C(c1cc2nc(-c3ccccc3)cc(-c3ccccc3)n2n1)N1CCCC1 | 0.89
-3 | -16 | 5 | 0 | -6 | -1 | 1 | COc1cc(C(=O)N2CCN(S(=O)(=O)c3ccc(F)cc3)CC2)cc(OC)c1OC | 1.1
-25 | 16 | 2 | 6 | -8 | -3 | 0.94 | Fc1ccc(-c2nnc(CN3CCN(c4ncc(C(F)(F)F)cc4Cl)CC3)o2)cc1 | 1.1

At a glance, two of the compounds above:
ATG4B inh | PfG6PD inh | HKDC1 inh | mIAP block | hIAP inh | A3A deaminase | mIAP act | compound | hIAP activ
-3 | -16 | 5 | 0 | -6 | -1 | 1 | COc1cc(C(=O)N2CCN(S(=O)(=O)c3ccc(F)cc3)CC2)cc(OC)c1OC | 1.1
-25 | 16 | 2 | 6 | -8 | -3 | 0.94 | Fc1ccc(-c2nnc(CN3CCN(c4ncc(C(F)(F)F)cc4Cl)CC3)o2)cc1 | 1.1

Continuation:
ATG4B inh | PfG6PD inh | HKDC1 inh | mIAP block | hIAP inh | A3A deaminase | mIAP act | compound | hIAP activ
2 | -1 | 1 | -9 | -1 | 2 | 1.1 | CC(C)N(C(=O)Cn1c(SCC(=O)N2CCN(c3ccccc3)CC2)nc2ccccc21)C(C)C | 1
-7 | -19 | -6 | 11 | -4 | -2 | 0.89 | Cc1cccc(OCc2nnc(SCC(=O)Nc3ncc(C)s3)o2)c1 | 1
8 | -2 | 2 | -10 | 1 | -4 | 1.1 | O=c1oc(-c2cccnc2)nc2ccccc12 | 0.99
-5 | 23 | -4 | 10 | 17 | -2 | 0.9 | CCS(=O)(=O)N1CCN(c2ccccc2F)CC1 | 0.83
5 | 2 | -2 | 3 | -8 | -2 | 0.97 | O=C(NNc1ccc(F)cc1F)C1CCC1 | 1.1
-12 | 2 | 2 | -23 | -11 | -4 | 1.2 | CC(=O)c1ccc(NC(=O)Nc2ccc(S(=O)(=O)N3CCCC3)cc2)cc1 | 1.1
3 | -7 | 0 | -7 | -22 | -3 | 1.1 | COc1ccc(-n2c(Cc3cccn3C)nnc2SCC(=O)Nc2ccccc2OC)cc1 | 1.2
-5 | -1 | -2 | -22 | -15 | 0 | 1.2 | Cc1cc(NC(=O)Nc2ccc(F)c(Cl)c2)no1 | 1.2
-1 | 1 | 2 | 4 | 6 | 1 | 0.96 | N#C/C(=C\c1cccc([N+](=O)[O-])c1)C(=O)Nc1cccnc1 | 0.94
25 | 8 | -5 | 1 | -4 | -7 | 0.99 | Cc1ccc(F)c(CNC(=O)C2CCC(=O)N(CCCN3CCCC3=O)C2)c1F (stereo not given) | 1
-3 | 18 | -5 | 7 | -8 | -4 | 0.93 | Cc1ccc(S(=O)(=O)NCCC(=O)NCCSc2ccc(Br)cc2)cc1 | 1.1
7 | 6 | 8 | 1 | 33 | -1 | 0.99 | COCCN(C(=O)c1ccccc1)c1nc(-c2ccc(OC)cc2)cs1 | 0.67
1 | 23 | -4 | 5 | 6 | -4 | 0.95 | CC1(C)Cc2c(sc(NC(=O)C(=O)NCCCN3CCOCC3)c2C#N)CO1 | 0.94
0 | 17 | 13 | -3 | 9 | 2 | 1 | CCCC1CCC(=NNS(=O)(=O)c2ccc(C)c([N+](=O)[O-])c2)CC1 (stereo not given) | 0.91
nt | nt | nt | -4 | -4 | -1 | 1 | COc1ccccc1Oc1c(C)oc2c(CN3CCN(C)CC3)c(O)ccc2c1=O | 1
0 | 2 | -4 | 5 | 10 | -5 | 0.95 | O=C(NCC(=O)N(c1ccc(Cl)cc1)C(C(=O)NC1CCCC1)c1ccncc1)c1ccco1 (stereo not given) | 0.9

Records listed above shown as hits in mIAP act.
ATG4B inh | PfG6PD inh | HKDC1 inh | mIAP block | hIAP inh | A3A deaminase | mIAP act | compound | hIAP activ
nt | nt | nt | -130 | -21 | 0 | 2.3* | C#CCOCCOCCOCCNc1nc(N2CCN(C(=O)CCCCCCCCCCNC(=O)[C@H](CO)n3cc(CCCSC)nn3)CC2)nc(N2CCN(C(=O)CCCCCCCCCCNC(=O)[C@H](CCCCN)n3cc(C[C@@H](C)CC)nn3)CC2)n1 | 1.2
